Screening data as filed in PubChem.
Rv3671c protease = Rv3671c (M. tuberculosis) protease inhibition; P9WHR9; inhibition, % at 5.96 µM; hit rate 0.048% among 320,000; in the data active = inhibition above about 38%;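 note: extracellular domain of Rv3671c used as enzyme; 0% = enzyme with DMSO and 100% = no enzyme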
SSB-PriA inh = K. pneumoniae PriA-SSBct interaction inhibition | hit rate 0.6% among 430,000 | AID 1272365 | AlphaScreen SSBct-PriA binding, biotinylated peptide | inhibition, % at 33 µM; in the data active = inhibition mostly above about 37%, no sharp cut-off; inactive = mostly below about 20%;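 note: plate controls were negative control peptide for no effect and reference peptide for full effect; strong numbers were not always called active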
Vc quorum ag = inducers of Vibrio cholerae quorum light production without autoinducers; hit rate 0.16% among 350,000; activation, % at 18.7 µM; V. cholerae BH1578 lux reporter, luminescence, 6 h; in the data active = activation mostly above about 9.7%, no sharp cut-off; note: not every result past the cut was called active; inactives centre near 0; reference of the scale not given here
BioA inh = inhibitors of Mycobacterium tuberculosis BioA enzyme; purified M. tuberculosis BioA enzyme, plate reader; inhibition, % at 9.99 µM; hit rate 0.096% among 360,000; AID 602481; in the data active = inhibition above about 40%
UGM FP inh = blocks M. tuberculosis UGM enzyme | purified UGM, fluorescence polarization probe displacement | inhibition, % at 10 µM | hit rate 0.06% among 320,000 | AID 504406; in the data active = inhibition above about 10%, passing the limit was not always enough
Target sequence (P9WIQ1 whole entry, looked up): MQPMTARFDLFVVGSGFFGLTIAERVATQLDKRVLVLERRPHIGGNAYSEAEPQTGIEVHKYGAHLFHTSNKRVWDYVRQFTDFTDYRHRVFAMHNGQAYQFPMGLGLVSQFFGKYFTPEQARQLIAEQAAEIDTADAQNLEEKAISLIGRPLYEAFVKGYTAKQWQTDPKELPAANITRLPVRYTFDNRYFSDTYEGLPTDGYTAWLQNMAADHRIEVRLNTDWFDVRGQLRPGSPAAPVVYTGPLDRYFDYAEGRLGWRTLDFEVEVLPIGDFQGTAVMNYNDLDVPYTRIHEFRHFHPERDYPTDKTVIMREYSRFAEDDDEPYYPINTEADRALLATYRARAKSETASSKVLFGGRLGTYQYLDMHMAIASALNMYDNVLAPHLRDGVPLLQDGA
MazF activator = MazEF (E. coli) toxin RNase activation | AID 504720 | FAM/BHQ RNA-DNA oligo cleavage fluorescence, 5 h | activation, % at 20 µM | hit rate 0.32% among 350,000 | P0AE70; in the data active = activation above about 50%
FBA Mtb inh = Mtb fructose-bisphosphate aldolase inhibition | hit rate 2.3% among 360,000 | purified M. tuberculosis FBA, fluorescence read-out | AID 588726 | inhibition, % at 1 µM | P9WQA3; in the data active = inhibition above about 27%;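 note: 0% = vehicle and 100% = reference inhibitor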
Target sequence (P9WQA3 whole entry, looked up): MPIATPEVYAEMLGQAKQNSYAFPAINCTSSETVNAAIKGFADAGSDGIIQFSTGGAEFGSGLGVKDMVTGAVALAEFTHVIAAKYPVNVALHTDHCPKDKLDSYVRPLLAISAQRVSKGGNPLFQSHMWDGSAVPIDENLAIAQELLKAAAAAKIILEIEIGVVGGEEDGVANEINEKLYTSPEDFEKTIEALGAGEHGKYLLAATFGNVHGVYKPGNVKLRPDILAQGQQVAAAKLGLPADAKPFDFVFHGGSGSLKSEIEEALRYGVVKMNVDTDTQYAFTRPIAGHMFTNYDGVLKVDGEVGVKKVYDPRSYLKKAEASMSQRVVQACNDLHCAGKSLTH
VHR inh abs = inhibitors of human VHR1 phosphatase (DUSP3) | P51452 | recombinant VHR phosphatase, pNPP absorbance | inhibition, % at 13.3 µM | hit rate 0.52% among 290,000 | AID 1654; in the data active = inhibition above about 50%; note: some compounds called inactive have numbers as strong as hits
Target sequence (P51452 whole entry, looked up): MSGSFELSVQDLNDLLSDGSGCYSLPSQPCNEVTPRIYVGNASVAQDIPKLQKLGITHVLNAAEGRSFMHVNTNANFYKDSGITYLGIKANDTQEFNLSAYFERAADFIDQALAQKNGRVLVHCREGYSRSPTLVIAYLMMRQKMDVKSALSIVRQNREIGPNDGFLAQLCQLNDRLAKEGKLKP
GDH-TPI inh = GDH-TPI coupled enzyme inhibition counter-screen; inhibition, % at 4.8 µM; hit rate 1.2% among 360,000; GDH-TPI coupled enzyme counterscreen, NADH absorbance; AID 588335; in the data active = inhibition above about 30%;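 note: 0% = DMSO wells and 100% = wells lacking the enzyme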
3CLpro inhibitor = SARS-CoV 3CLpro protease inhibition; hit rate 0.14% among 290,000; P0C6X7; AID 1706; recombinant SARS-CoV 3CLpro, quenched FRET peptide cleavage; inhibition, % at 6 µM; in the data active = inhibition above about 12%
The depositor's hits bear a star; i = inactive; . = no result given. An excerpt; rates above refer to the full screens.

SMILES	Rv3671c protease	SSB-PriA inh	Vc quorum ag	BioA inh	UGM FP inh	MazF activator	FBA Mtb inh	VHR inh abs	GDH-TPI inh	3CLpro inhibitor
O=C(C1CC1)N1CCc2cc(Br)cc(S(=O)(=O)NCCN3CCOCC3)c21	0	-15	-0.4	-1.6	0.5	6	3	11	0	-8
CCCNC(=O)CSc1nc2ccccc2c(=O)n1CCC	1	-12	1.9	.	-2.4	-10	1	26	5	-2
CN(C)S(=O)(=O)c1cccc(NC(=O)COC(=O)CCOc2ccccc2)c1	6	10	-0.1	-1.1	3.6	13	-3	7	-10	4
CC(=O)/C=C1/SC(CC(=O)O)C(=O)N1c1ccccc1 (centres undefined)	-4	-6	-6.2	-3.6	-0.1	-8	0	14	1	1
O=C(Nc1ccc(NC(=O)C2CC2)cc1)c1ccco1	-12	-12	-0.2	.	0.0	-15	3	-29	11	-3
Clc1ccc(-c2nc(C3CCCCC3)no2)cc1	6	-10	i	-0.3	-1.5	-4	2	26	-4	2
CCOc1ccccc1NC(=O)CCS(=O)(=O)c1ccc2c(c1)CCN2C(C)=O	5	0	-0.5	0.8	-1.1	4	-1	0	10	0
CN(Cc1ccccc1)C(=O)c1[nH]cnc1C(=O)N[C@@H](Cc1ccccc1)C(=O)OC(C)(C)C	8	-5	-0.6	2.4	-1.1	1	-3	-3	2	-4
CC(C)C(c1nnnn1CCc1ccccc1)N1CCN(C(=O)c2ccco2)CC1 (centres undefined)	.	-18	-1.0	-0.2	.	0	1	27	-2	0
CSCC[C@H](NC(=O)c1ccc(OCC2CCCO2)cc1)c1nc2ccccc2[nH]1 (some centres undefined)	3	5	i	-0.6	2.0	2	0	.	6	.
CCCSC1=C(C#N)C(c2cccs2)CC(=O)N1 (centres undefined)	-6	1	-0.2	.	3.5	5	2	23	-1	1
Cc1ccc(SC(C)C(=O)NC2CC2)cc1 (centres undefined)	-6	-8	i	-0.8	-0.4	-2	-1	5	4	-2
CCCOc1ccc(C(NC(=O)CC(C)C)NC(=O)CC(C)C)cc1OC	8	1	-3.8	-1.4	2.1	6	0	-1	3	4
O=C(COC(=O)Cc1ccsc1)Nc1ccc(Br)cc1F	-10	-8	i	.	1.4	1	-2	.	3	.
Cc1ccc(-c2csc(N=C(N)N)n2)c(C)c1	11	-1	-0.5	-0.5	-0.5	-11	2	37	-9	-1
Cc1nnsc1C(=O)NC(C)C12CC3CC(CC(C3)C1)C2 (centres undefined)	-1	-5	2.1	0.0	-1.4	0	1	26	2	4
O=C1C2C(C(=O)N1c1nccs1)C1C=CC2C12CC2 (centres undefined)	-4	2	-0.1	.	3.0	1	7	19	4	5
CC1C=CCC2C(=O)N(c3ccccc3OC(=O)c3cccs3)C(=O)C12 (centres undefined)	-19	-8	-0.7	.	1.7	8	1	10	5	6
COc1ccc(/C=C(/C(=O)Nc2ccccc2C(=O)N2CCCC2)c2ccccc2)cc1	-4	5	-1.3	-0.3	-1.4	-3	-2	6	22	7
CCCN(CCC)CCNc1c(NC2CCN(C(=O)OCC)CC2)c(=O)c1=O	6	-9	-0.3	-2.4	2.6	-10	4	8	9	-3
CC[C@@H]1CCCCc2ccccc2[C@H](C(=O)C[C@H](O)CC(C)=O)OC1=O	1	-9	i	-0.1	-2.4	10	0	.	2	.
O=C(CN1CC[n+]2c(-c3ccccc3)csc21)c1ccc(Br)cc1	-7	-11	i	3.9	0.1	5	4	-3	5	5
CN1CCN(C(=O)c2ccc3c(=O)n(-c4ccc(F)cc4)c(=S)[nH]c3c2)CC1	3	4	-0.3	-1.5	0.1	5	-5	16	24	0
CCCCN(C(=O)Cc1cccc(F)c1)c1c(N)n(CCC)c(=O)[nH]c1=O	-6	-11	i	.	0.5	-6	1	9	-6	1
CCN(CC)CC#CCC(O)(c1ccccc1)c1ccc(Br)cc1 (centres undefined)	2	-7	-0.1	.	-1.8	6	-2	15	-13	1

Nothing new here: entries from further up.
SMILES	Rv3671c protease	SSB-PriA inh	Vc quorum ag	BioA inh	UGM FP inh	MazF activator	FBA Mtb inh	VHR inh abs	GDH-TPI inh	3CLpro inhibitor
CC[C@@H]1CCCCc2ccccc2[C@H](C(=O)C[C@H](O)CC(C)=O)OC1=O	1	-9	i	-0.1	-2.4	10	0	.	2	.
O=C(CN1CC[n+]2c(-c3ccccc3)csc21)c1ccc(Br)cc1	-7	-11	i	3.9	0.1	5	4	-3	5	5
CN1CCN(C(=O)c2ccc3c(=O)n(-c4ccc(F)cc4)c(=S)[nH]c3c2)CC1	3	4	-0.3	-1.5	0.1	5	-5	16	24	0
CCCCN(C(=O)Cc1cccc(F)c1)c1c(N)n(CCC)c(=O)[nH]c1=O	-6	-11	i	.	0.5	-6	1	9	-6	1
CCN(CC)CC#CCC(O)(c1ccccc1)c1ccc(Br)cc1 (centres undefined)	2	-7	-0.1	.	-1.8	6	-2	15	-13	1

(more compounds)
SMILES	Rv3671c protease	SSB-PriA inh	Vc quorum ag	BioA inh	UGM FP inh	MazF activator	FBA Mtb inh	VHR inh abs	GDH-TPI inh	3CLpro inhibitor
CCC(C)N1CCN(C(=O)c2cccs2)CC1 (centres undefined)	-2	-19	-0.7	.	3.9	0	-2	.	-1	1
O=C(N/N=C/C=C/c1ccccc1[N+](=O)[O-])c1cccs1	2	.	1.8	3.0	-2.4	5	-2	-4	20	0
Cc1ccc(CNC(=O)C(=O)c2cn(CC(=O)N3CCCC3)c3ccccc23)cc1	-9	1	-4.3	0.6	0.2	2	-1	38	16	-2
O=C(Nc1cccc(Cl)c1)Nc1nnc([C@@H]2C[C@H](O)[C@@H](CO)O2)s1	.	.	1.2	-0.6	.	.	-2	.	6	.
Cc1[nH]c2ccccc2c1C(O)CN1CCC2(CC1)OCCO2 (centres undefined)	4	0	i	-0.1	2.2	5	2	5	8	1
COc1ccc(S(=O)(=O)NCc2ccccc2)cc1Br	-6	.	-0.7	-1.6	-0.8	.	1	-3	16	2
c1cncc(-c2nnc3n2CCC3)c1	-1	-6	i	3.6	3.7	14	-1	8	-3	0
O=C1C(=Cc2cccs2)C(=O)c2ccccc21	-5	14	-0.2	-0.4	2.1	6	-1	-5	12	4
Cc1ccc(NC(=O)c2ccncc2)cc1[N+](=O)[O-]	-4	-11	-0.2	1.4	-0.4	2	0	-8	11	2
Cc1nnc(N/N=C/c2ccccc2F)n1N	0	.	-0.7	-2.0	-0.9	0	-3	31	5	2
O=C(c1ccco1)N1Cc2ccccc2-n2nncc2C1	.	.	-0.3	.	.	-4	1	.	0	.
COc1ccc(-n2cc(CN(C)C(C)c3ccncn3)c(-c3cccc(F)c3)n2)cc1 (centres undefined)	-6	-12	i	5.5	0.0	-4	-1	31	-1	5
CCCc1c(C)nc(N2CCN(c3ccccc3F)CC2)[nH]c1=O	3	2	i	-1.6	-0.5	3	0	27	-1	-3
CCOc1ccc(N=C2NC(=O)C(CC(=O)Nc3ccccc3)S2)cc1 (centres undefined)	-5	-5	i	-1.8	0.1	0	3	14	1	2
O=c1oc(Nc2cccc(Cl)c2)nc2ccccc12	25	5	-0.1	.	-0.8	11	48*	22	-6	8
Cc1cccc(C(=O)N(Cc2cccs2)C2CCS(=O)(=O)C2)c1 (centres undefined)	1	-10	-1.1	0.4	1.3	-1	-2	2	-1	-2
CCOC(=O)N1CCN(C(=O)/C(=C/c2cccc3ccccc23)NC(=O)c2ccc(OC)c(OC)c2)CC1	-2	0	-0.3	-0.5	-1.0	-3	-2	4	0	3
O=C(Nc1ccccc1)c1ccccc1NC(=O)C1CCCCC1	1	-19	-1.4	-0.2	-1.1	-15	0	-8	4	-7
CCOc1ccc(C(C)NC(=S)NCc2ccc(F)cc2)cc1 (centres undefined)	4	-13	0.6	0.7	-1.1	2	-2	24	-5	0
CN(C(=O)c1ccc(COc2ccccc2Cl)o1)c1ccccc1	-13	-12	1.8	3.8	1.2	-1	2	70	-5	-7
COc1ccccc1OCC(=O)N/N=C1\CCCCc2ccccc21	-2	.	-0.5	0.4	2.7	-124	2	-1	6	2
O=C(CN1CCCCCC1)Nc1ccc(Cl)cc1F	-1	-14	i	0.4	-0.9	-10	1	18	4	2
CCC(C)(C)NC(=O)C(OC(=O)c1cc2sccc2n1C)c1ccc(OC)cc1 (centres undefined)	11	0	i	-2.0	3.1	-2	-5	29	-1	0
COc1ccccc1/C=C/C(=O)OCC(=O)N1c2ccccc2CC1C (centres undefined)	-13	-8	-5.2	.	0.9	-9	9	.	15	.
Fc1ccc2nc(C3CCN(Cc4nc(CC5CC5)no4)CC3)[nH]c2c1	-2	-12	-0.1	.	0.9	4	-4	-4	-13	3

An excerpt from above in order of formula weight, high to low.
SMILES	Rv3671c protease	SSB-PriA inh	Vc quorum ag	BioA inh	UGM FP inh	MazF activator	FBA Mtb inh	VHR inh abs	GDH-TPI inh	3CLpro inhibitor
COc1ccc(S(=O)(=O)NCc2ccccc2)cc1Br	-6	.	-0.7	-1.6	-0.8	.	1	-3	16	2
COc1ccccc1/C=C/C(=O)OCC(=O)N1c2ccccc2CC1C (centres undefined)	-13	-8	-5.2	.	0.9	-9	9	.	15	.
COc1ccccc1OCC(=O)N/N=C1\CCCCc2ccccc21	-2	.	-0.5	0.4	2.7	-124	2	-1	6	2
CCOc1ccc(C(C)NC(=S)NCc2ccc(F)cc2)cc1 (centres undefined)	4	-13	0.6	0.7	-1.1	2	-2	24	-5	0
O=C1C(=Cc2cccs2)C(=O)c2ccccc21	-5	14	-0.2	-0.4	2.1	6	-1	-5	12	4

Carrying on.
SMILES	Rv3671c protease	SSB-PriA inh	Vc quorum ag	BioA inh	UGM FP inh	MazF activator	FBA Mtb inh	VHR inh abs	GDH-TPI inh	3CLpro inhibitor
CCOC(=O)C1CCCN(C2=NC(=O)/C(=C/c3ccc(OC)c(OC)c3)S2)C1 (centres undefined)	-3	-3	-0.5	2.5	0.5	10	-2	.	21	-5
CCC(C)NC(=O)CN1C(=O)c2cccc3cccc1c23 (centres undefined)	.	-6	i	8.6	-1.3	-15	2	5	5	-3
COc1ccc(-c2noc(-c3ccccc3C(=O)NCc3ccco3)n2)cc1	1	-5	0.5	-2.4	0.6	-3	1	-8	2	-2
ClC(Cl)(Cl)c1nc2ccccc2n2nncc12	-11	-19	0.2	0.7	0.4	-5	-6	33	-3	-3
O=C(NN=C1CCCCCC1)c1cccnc1	10	-12	0.1	.	0.1	5	4	2	2	5
Cc1ccc(NC(=O)CCC(=O)N/N=C/c2ccc(O)cc2)cc1	7	.	i	.	-1.6	7	1	-1	4	1
COc1ccc(N(CC(=O)Nc2ccc(F)cc2)S(=O)(=O)c2ccccc2[N+](=O)[O-])c(OC)c1	-11	-13	-0.3	.	3.2	-5	-8	-5	2	5
CC(C)C(=O)Nc1nnc(-c2ccco2)s1	1	-12	i	-2.4	-2.4	-2	2	-4	7	4
CCC1CCCCN1C(=O)c1cc(COc2ccc3ncccc3c2)on1 (centres undefined)	-3	5	-0.1	.	-0.4	3	4	22	0	-4
CN(C)C(=O)c1cc(C(=O)c2ccc(F)cc2F)c[nH]1	1	12	1.6	0.0	-1.0	7	1	.	3	5
COc1cccc(CNc2nc3cc(-c4cccc(C(F)(F)F)c4)sc3c(=O)n2C)c1OC	.	.	-0.3	0.7	.	.	-3	.	-2	.
